PDI inh – inhibitors of human PDI, primary screen, biochemical, turbidity, single point, plate reader; Protein disulfide-isomerase (Homo sapiens), P07237; PDI insulin aggregation turbidity, A650, 90 min; inhibition, % at 10 µM; 0.052% of 350,000 active; AID 588391, 2011;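 active means mean inhibition across replicates of 30% or more, whatever share of single replicates reach that level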;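 further: absorbance from insulin aggregation driven by PDI reduction with DTT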
Target sequence (P07237 whole entry, looked up): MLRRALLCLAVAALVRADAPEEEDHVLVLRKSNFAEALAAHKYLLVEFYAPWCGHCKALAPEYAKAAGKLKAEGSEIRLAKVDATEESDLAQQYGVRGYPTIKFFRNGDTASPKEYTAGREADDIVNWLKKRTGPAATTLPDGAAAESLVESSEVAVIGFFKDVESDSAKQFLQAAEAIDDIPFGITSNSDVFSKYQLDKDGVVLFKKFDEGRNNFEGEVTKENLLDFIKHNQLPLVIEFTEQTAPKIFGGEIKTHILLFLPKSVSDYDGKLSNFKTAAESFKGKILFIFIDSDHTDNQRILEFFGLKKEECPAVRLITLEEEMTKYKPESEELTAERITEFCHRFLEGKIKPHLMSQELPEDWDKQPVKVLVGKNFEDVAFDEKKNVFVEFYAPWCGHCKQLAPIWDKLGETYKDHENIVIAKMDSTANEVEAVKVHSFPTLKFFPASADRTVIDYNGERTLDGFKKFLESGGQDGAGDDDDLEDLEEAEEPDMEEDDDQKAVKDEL
MC4R ag barr – MC4R agonists recruiting beta-arrestin, primary screen, cell-based, luminescence, agonist arm of biased-ligand search | 0.98% of 360,000 active | U2OS MC4R beta-arrestin complementation; percent of melanotan II response, DMSO zero | Melanocortin receptor 4 (Homo sapiens), P32245 | activation, % at 8.9 µM | AID 540308, 2011;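 active means activation above a per-plate cutoff, the mean activation of sample wells on that plate plus 3 SD, cut at about 8% in these data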
Target sequence (P32245 whole entry, looked up): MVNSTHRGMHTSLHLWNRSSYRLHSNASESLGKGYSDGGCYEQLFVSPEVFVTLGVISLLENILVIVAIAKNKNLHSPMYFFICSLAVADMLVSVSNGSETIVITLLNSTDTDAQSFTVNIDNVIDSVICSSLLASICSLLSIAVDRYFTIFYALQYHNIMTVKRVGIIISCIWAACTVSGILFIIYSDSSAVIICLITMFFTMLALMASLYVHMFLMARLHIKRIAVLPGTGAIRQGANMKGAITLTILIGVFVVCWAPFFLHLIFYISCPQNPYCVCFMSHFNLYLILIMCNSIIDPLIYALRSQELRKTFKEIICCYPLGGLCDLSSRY
ABCB6 inh MLPCN – ABCB6 transporter inhibitors, primary screen, K562-ABCB6 cells, flow cytometry, MLPCN library | ATP-binding cassette sub-family B member 6 (Homo sapiens), Q9NP58 | K562-ABCB6 porphyrin accumulation, 1 h; active compounds read low | fluorescence ratio to DMSO, % at 10 µM | 0.19% of 360,000 active;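 active means fluorescence ratio to DMSO below 75%, the collection mean minus 3 SD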;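 further: signal is porphyrin accumulated inside mitochondria; 100% equals median channel fluorescence of DMSO control wells; lower ratio means ABCB6 inhibition with less porphyrin fluorescence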
HTR2A ag – mouse Htr2a agonists via beta-arrestin recruitment, primary screen, cell-based, luminescence | 5-hydroxytryptamine receptor 2A (Mus musculus), P35363 | CHO-K1 mHTR2A beta-arrestin complementation; percent of 30 µM serotonin response | activation, % at 7.6 µM | 0.66% of 360,000 active | AID 624169, 2012;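 active means activation above a run cutoff, the mean activation of all tested compounds plus 3 SD, cut at about 14% in these data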;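 further: 0% = plate median of compound wells and 100% = 30 µM serotonin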
Glyco luc inh – increase of ERlucT glycosylation luciferase signal, primary screen, N-linked glycosylation inhibitor project, D54 ERlucT cells, luminescence, set 2; AID 588692, 2011; D54 ERlucT glycosylation luciferase reporter, 24 h; percent of 100 nM tunicamycin response; 0.23% of 360,000 active; reporter increase, % at 12.5 µM;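 active means mean luciferase reporter signal, scaled so untreated is 0 and the glycosylation-blocking control 100, at or above a set limit in every replicate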;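 further: luciferase carries N-glycosylation sites so blocking glycosylation raises the light; 0% = median of neutral control wells and 100% = median of 100 nM tunicamycin wells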
Exocytosis inh – LAMP-1 surface exposure blockers, TALL-104 cells – cell-based, flow cytometry, MLPCN library, primary screen; TALL-104 LAMP-1 surface exposure; cells stimulated with thapsigargin and PMA; inhibition, % at 10 µM; 0.66% of 360,000 active; AID 651702, 2012;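 active means inhibition above about 55%, limit read from the data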
MC4R antagonist – MC4R antagonists of cAMP signaling, primary screen, cell-based, TR-FRET, antagonist arm of biased-ligand search; MC4R-expressing cells, MTII-stimulated cAMP, LANCE TR-FRET; 0.48% of 360,000 active; inhibition, % at 6.5 µM; Melanocortin receptor 4 (Homo sapiens), P32245;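 active means inhibition above its plate's cutoff, the mean of tested wells on that plate plus 3 SD, cut at about 29% in these data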;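 further: 0% = Melanotan II alone and 100% = Melanotan II plus saturating MCL0020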
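System: U2OS-MC4R stable cell line; Technique: Eu-cAMP/anti-cAMP TR-FRET, emission 671 nm; Repeats: single well per compound; Also added: Melanotan II; Dosing: one concentration, 6.5 µM nominal; Schedule: 30-min compound, 1-h challenge, 1-h detection, room temperature.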
Cardio protect – cardioprotection against H2O2-induced cell death, primary screen, uHTS, H9c2 cells, ATPLite luminescence; H9c2 cardiomyocytes, H2O2 injury protection, 2 h; protection from H2O2 cell death, % at 20 µM; 0.63% of 360,000 active; AID 588492, 2011;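 active means compounds giving at least 50% protection of heart cells from peroxide-induced death in the single-dose screen, raw or plate-pattern-corrected value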;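 further: 0% = DMSO wells with peroxide and 100% = DMSO wells without peroxide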
ABHD5 PLIN5 PPI – ABHD5-PLIN5 interaction inhibitors, primary screen, cell lysate, split luciferase complementation, luminescence; Perilipin-5 (Homo sapiens) + 1-acylglycerol-3-phosphate O-acyltransferase ABHD5 (Homo …; Split G. princeps luciferase complementation, 4 h; inhibition, % at 4 µM; 0.78% of 360,000 active;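 active means inhibition above the mean inhibition across every tested compound plus 3 SD, cut at about 22% in these data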;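 further: 0% = DMSO only wells and the 100% control is not disclosed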
CaV13 FRET inh – Primary screen for inhibitors of IQ motif and Ca2+-dependent inactivation inhibitor domain binding in CACNA1D, Förster resonance energy transfer in living cells, … | HEK cells, CFP/YFP FRET ICDI-IQ, plate reader, 10 min; percent FRET-ratio fall versus neutral wells | inhibition, % at 12.3 µM | 0.098% of 340,000 active;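 active means mean replicate inhibition of at least 30% and at least 1% of replicates passing that level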;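 further: 0% = median of the neutral control wells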
* marks the source's active call; other numbers are inactive results; x = not tested or not shown.

SMILES | PDI inh | MC4R ag barr | ABCB6 inh MLPCN | HTR2A ag | Glyco luc inh | Exocytosis inh | MC4R antagonist | Cardio protect | ABHD5 PLIN5 PPI | CaV13 FRET inh
CC(=O)c1nn(-c2ccccc2)cc1C(=O)c1cccc(Br)c1 | 17 | 9.8* | 100 | 3 | -2 | -6 | 0 | -3 | -3 | -3
Cc1onc(-c2ccccc2)c1C(=O)N/N=C/c1ccc([N+](=O)[O-])c(O)c1 | 3 | -1.8 | 97 | 5 | -2 | -3 | 6 | -2 | -3 | x
COc1ccc(C(=S)Nc2ccc(N(C)C)cc2)cc1 | 2 | -0.6 | 98 | -4 | -8 | 0 | -7 | -19 | -5 | -4
COc1cc(NC(=O)Cc2ccccc2)ccc1NC(=O)c1ccco1 | -8 | -1.2 | 95 | -8 | 0 | -1 | 8 | 10 | 0 | -3
CCOCC(=O)Nc1cc(-c2cn3cccnc3n2)ccc1C | 0 | -0.3 | 98 | -1 | 2 | 0 | 6 | 2 | 4 | -8
Cc1cc(Cl)c2oc(C(=O)N3CCN(C4CCS(=O)(=O)C4)CC3)c(C)c2c1 (stereo unspecified) | 3 | -0.8 | 99 | 2 | -2 | -14 | 12 | 3 | 8 | -1
Cc1cccc(CN2CCN(C3CN(Cc4cn(Cc5ccccc5F)nn4)S(=O)(=O)C3)CC2)c1 (stereo unspecified) | x | x | 100 | 8 | -1 | -2 | x | 2 | 5 | -6
CCOC(=O)C1(C)NC(c2ccc(OC)c(OC)c2)C2C(=O)N(CC)C(=O)C21 (stereo unspecified) | -2 | -1.0 | 96 | -1 | 2 | 1 | 1 | 0 | -2 | -5
Cc1ccc(NC(=Nc2ccc(Br)cc2)N2CCOCC2)cc1C | 0 | -0.5 | 101 | -10 | 0 | 2 | 1 | -2 | -3 | -17
COC(=O)CCc1c(C)c(C(=O)c2cc(F)c(F)c(F)c2F)c2ccccn12 | 0 | 0.3 | 111 | 4 | 1 | 11 | 10 | -9 | 5 | 0
CC(=O)c1c[nH]c(C(=O)Nc2ccc(N3CCCCCC3)cc2)c1 | 14 | -1.4 | 101 | -5 | -2 | -2 | -11 | -3 | -5 | -5
Cc1ccc(-c2nnn(CC(=O)N(CC(=O)NC3CCCC3)c3cnc4ccccc4c3)n2)o1 | 1 | -1.9 | 96 | -2 | -1 | -3 | 14 | 6 | 2 | -7
COc1ccccc1NC(=O)c1ccc2c(c1)nnn2C | -5 | 1.4 | 99 | -1 | 2 | 0 | -2 | 1 | 7 | -6
COc1cc(S(=O)(=O)N(C)C2CCCCC2)c(C)cc1C | 1 | 1.9 | 101 | 1 | -3 | -1 | 2 | -8 | -2 | 4
COc1ccc(C(C)(C)C)cc1NC(=O)CN(C)C1=NS(=O)(=O)c2ccccc21 | 0 | 0.2 | 96 | 3 | 1 | -5 | 10 | -7 | 5 | -10
COC(=O)N/N=C/c1cn(CCOc2ccccc2OC)c2ccccc12 | 1 | -1.0 | 95 | 1 | -2 | -12 | 7 | 13 | 0 | -3
Cc1ccccc1Nc1ncc(C#N)c(N)n1 | -15 | -1.2 | 90 | 4 | 2 | 7 | -7 | 2 | 6 | -5
CN1CCN(C(=O)/C(=C\c2cccs2)NC(=O)c2cccs2)CC1 | 2 | -0.6 | 98 | -1 | -3 | -1 | 5 | 2 | 5 | -9
COc1ccccc1NC(=O)CSc1nccc(-c2ccco2)n1 | -7 | -1.1 | 107 | -3 | -3 | -3 | -3 | -2 | -3 | -7
COc1ccc(NC(=O)C2CCCC2)cn1 | -4 | 1.3 | 98 | 3 | -1 | 0 | 8 | -3 | -6 | -5
C/C(=C\C(=O)C(F)(F)F)Nc1ccc(C)cc1 | 11 | -1.2 | 100 | -2 | 8 | 3 | -2 | -1 | -3 | -20
OCCN1CCN(C2Cc3cc(Cl)ccc3Sc3ccc(Cl)cc32)CC1 (stereo unspecified) (tested in a mixture with another compound) | 3 | 9.3* | 90 | -10 | -1 | 18 | 2 | 17 | 23* | x
COc1cccc(N2CCN(S(=O)(=O)c3ccc4c(c3)N(C(C)=O)CCO4)CC2)c1 | 10 | -0.1 | 93 | 3 | 1 | 4 | -4 | -1 | 3 | -7
COc1cc(C(=O)Nc2ccc3oc(-c4cccnc4)nc3c2)cc(OC)c1OC | 0 | -2.8 | 90 | -2 | -1 | -5 | 5 | 32 | -7 | -21
C[C@H](CO)N1C[C@H](C)[C@H](CN(C)Cc2cccc(C(F)(F)F)c2)OCc2ccccc2-c2c(n(C)c3ccccc23)C1=O | 7 | -0.8 | 95 | 3 | 1 | -4 | 2 | -6 | -5 | -4
Cc1cc(C)nc(NS(=O)(=O)c2ccc(NC(=O)c3ccccc3[N+](=O)[O-])cc2)n1 | -10 | 0.6 | 101 | -3 | -1 | 5 | 0 | 8 | 0 | -3
Cc1cc(-c2ccc(F)cc2)nc2cc(C(N)=O)nn12 | 5 | -2.4 | 108 | -1 | -1 | 0 | -1 | 10 | -3 | -5
CCCOc1ccc2c3c(c(=O)oc2c1OCCC)CCC3 | 2 | 0.7 | 94 | -6 | -4 | 3 | 0 | -10 | 4 | -3
COc1ccc(CCC(=O)N/N=C(\C)c2ccc3c(c2)OCO3)cc1 | -3 | -4.2 | 102 | -1 | 0 | -4 | 2 | -7 | -9 | -3
CC1(C)CCC(=O)N2CC[C@H]3C[C@H](OC(=O)Nc4ccccc4)C[C@@H]1[C@H]32 | 0 | 0.4 | 99 | -4 | -3 | 37 | 0 | -5 | -6 | -4
Cc1ccc(C(=O)OCC(=O)Nc2cc(F)ccc2F)cc1NC(=O)c1ccco1 | -1 | -0.9 | 98 | 0 | 0 | -1 | 6 | -1 | 4 | -4
CCC[C@@H](CN1CCC[C@H]1CN1C(N)=NC[C@H]1C(C)C)N1C[C@@H](Cc2ccccc2)N(CCCC2CCCC2)C1=N | 13 | 2.4 | 98 | -5 | 1 | -19 | 11 | 6 | 18 | -4
COC(=O)c1ccc(C(=O)N=c2sccn2C)cc1 | -1 | 1.4 | 98 | 14 | 0 | -1 | 21 | -5 | 3 | -6
CC1(C)Cc2c(c(N3CCCCC3)[nH]c(=S)c2C#N)CS1 | -6 | 0.9 | 117 | -2 | 3 | 4 | 5 | -6 | -1 | x
COc1nccnc1NS(=O)(=O)c1ccc(NC(=S)NC(=O)c2cccc(F)c2)cc1 | 0 | 0.2 | 103 | -1 | -1 | 24 | 12 | 4 | -2 | -8
CS(=O)(=O)c1ccc(-c2nnn(CC(=O)N3CCCCC3)n2)cc1 | 6 | -1.3 | 98 | -2 | 1 | -3 | 7 | 5 | 1 | -2
CCn1c(-c2ccc(F)cc2)n[nH]c1=S | -5 | 1.1 | 92 | 4 | 0 | -2 | 12 | 7 | -12 | -6
O=C(c1cc(Cl)ccc1F)N1CCCC(Nc2ccc3c(c2)OCCO3)C1 (stereo unspecified) | -10 | -1.2 | 93 | 2 | 0 | -2 | 6 | 0 | -5 | -6
CC(=O)N1CCC2(CC1)C(C#N)=C(N)Oc1n[nH]c(CSc3ccc(C)cc3)c12 | -2 | 2.7 | 99 | -1 | 2 | -2 | -4 | 8 | 2 | -11
CN(C(=O)COC(=O)c1ccc2c(c1)OCCO2)c1ccccc1 | -2 | 1.2 | 91 | 3 | 0 | -1 | -1 | 2 | -4 | -2
CN(C)c1ncnc2[nH]ncc12 | 1 | 1.2 | 111 | 2 | 0 | -8 | 3 | 1 | 4 | -6
COC(=O)c1ccc(C)c(NC(=O)Cc2coc3cc(OC)ccc23)c1 | 3 | 0.4 | 102 | 1 | 0 | 4 | -12 | -2 | 12 | -9
CC1CN(S(=O)(=O)c2cccc(C(=O)Nc3ccccc3N3CCCCC3)c2)CC(C)O1 (stereo unspecified) | -2 | -2.7 | 96 | 0 | -9 | -3 | 9 | -2 | -6 | -6
O=C(Nc1ccc2c(c1)OCCO2)C1CCCN1S(=O)(=O)c1ccc(Cl)cc1 (stereo unspecified) | 6 | -1.3 | 101 | -3 | -1 | -2 | 3 | 8 | 6 | -5
CCOC(=O)COc1ccc(S(=O)(=O)NCCC2=CCCCC2)cc1 | 1 | 0.4 | 95 | 3 | 2 | -1 | 15 | -25 | -2 | -5
CCN(c1ccccc1)S(=O)(=O)c1ccc(C(=O)Nc2nnc(CSC)o2)cc1 | -3 | -2.9 | 102 | -1 | -2 | 1 | 7 | 17 | -1 | -5
CC1=Nc2cccc3cccc(c23)N1 | 2 | -0.4 | 99 | 0 | 3 | 20 | -14 | -3 | -3 | -4
O=C(NCc1ccc(F)cc1)C1CCCN1C(=O)Nc1ccc(F)cc1 (stereo unspecified) | -7 | -0.1 | 96 | -3 | 0 | 6 | 12 | 5 | 6 | -2
CCN(Cc1ccc(OC)c(COC)c1)CC1CCCN(CCc2cccc(F)c2)C1 (stereo unspecified) | -3 | 1.4 | 100 | 0 | -2 | 68* | 14 | -2 | 3 | -5
COc1ccc(OC)c(NC(=O)CS(=O)(=O)c2cn(CC(=O)N3CCOCC3)c3ccccc23)c1 | 0 | 0.5 | 100 | 1 | 0 | 2 | 13 | 5 | 7 | -2

New compounds follow:
SMILES | PDI inh | MC4R ag barr | ABCB6 inh MLPCN | HTR2A ag | Glyco luc inh | Exocytosis inh | MC4R antagonist | Cardio protect | ABHD5 PLIN5 PPI | CaV13 FRET inh
CCCSc1cc(=O)n(-c2ccccc2)nc1C(=O)OCC | -1 | 1.8 | 99 | -3 | 1 | 0 | 3 | -1 | 0 | -9
COC(=O)c1c(NC(=O)CSc2nnnn2C)sc(C)c1C | -1 | -1.1 | 104 | 1 | 0 | 2 | 16 | -2 | 1 | x
CCOC(=O)c1ccccc1NC(=O)c1nc2nccc(C)n2n1 | -19 | -0.3 | 122 | 3 | -1 | -3 | 12 | 7 | 1 | -5
COCCNc1ccc(-c2nn(C)c(=O)c3ccccc23)cc1[N+](=O)[O-] | 6 | -0.3 | 93 | 1 | 1 | 6 | 8 | -2 | 0 | -13
CCOc1ccccc1NC(=O)CSc1nnc(CCC(=O)Nc2ccccc2F)n1C | -6 | -2.8 | 94 | 0 | 3 | 3 | 1 | -8 | 2 | -6
CCCCC(=O)Nc1cccc(-c2ccc3nncn3n2)c1 | 0 | -1.5 | 99 | 14 | 3 | -1 | 8 | 16 | 3 | -4
